STAT1 inh – STAT1 signaling inhibition; actives 0.35% (n = 200,000); NIH 3T3 STAT1-luciferase reporter, IFN-gamma, luminescence; AID 920; inhibition, % at 5.5 µM;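 active = inhibition above a set limit, the mean inhibition across all tested compounds plus 3 SD, cut at about 34% in these data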;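 note: 0% = IFN-gamma with DMSO and 100% = IFN-gamma with 300 µM nifuroxazide; values of inactives mirror those of a sister screen read the other way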
bIAP act – intestinal alkaline phosphatase (bovine) activation; purified bovine IAP, CDP-star luminescence, 30 min; stronger effect = higher value; fold of DMSO-control signal, blank-subtracted; activation factor at 20 µM; actives 0.17% (n = 200,000); AID 1016;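 active = activation factor of 2 or more at 20 µM, a signal rise over negative controls twice the positive control's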
PPARg SRC-2 ag – agonists of SRC-2 recruitment by human PPARgamma | activation, % at 8 µM | PPARgamma LBD-SRC-2 recruitment, biochemical | P37231 | actives 0.34% (n = 200,000); in the data active = activation above about 22%;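 note: 0% = vehicle and 100% = reference agonist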
Target sequence (P37231 whole entry, looked up, the tested form may be a part): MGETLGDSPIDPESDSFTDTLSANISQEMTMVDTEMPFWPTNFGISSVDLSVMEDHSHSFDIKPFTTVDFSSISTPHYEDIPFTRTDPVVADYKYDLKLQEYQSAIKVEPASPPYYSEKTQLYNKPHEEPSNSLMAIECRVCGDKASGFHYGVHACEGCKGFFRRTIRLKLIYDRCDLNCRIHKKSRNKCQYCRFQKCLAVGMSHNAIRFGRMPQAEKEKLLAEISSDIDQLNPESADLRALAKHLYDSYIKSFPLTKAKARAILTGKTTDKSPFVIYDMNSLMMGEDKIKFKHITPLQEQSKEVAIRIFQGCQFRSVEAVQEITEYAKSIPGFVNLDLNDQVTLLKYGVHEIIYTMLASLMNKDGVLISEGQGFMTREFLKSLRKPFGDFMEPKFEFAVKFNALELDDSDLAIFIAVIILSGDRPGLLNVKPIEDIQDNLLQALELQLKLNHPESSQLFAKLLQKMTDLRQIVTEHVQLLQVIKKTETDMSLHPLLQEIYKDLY
ROMK primary – modulates human ROMK potassium channel activity; Tet-inducible ROMK, thallium flux fluorescence; actives lie on both sides; B-score at 10 µM; actives 2% (n = 130,000); P48048;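 active = signal ratio slope over the read window, or its plate-corrected B-score, at least 3 SD from the plate mean, either direction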;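 note: B-score of the F/F0 ratio slope over 7 to 12 s after thallium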
Target sequence (P48048 whole entry, looked up): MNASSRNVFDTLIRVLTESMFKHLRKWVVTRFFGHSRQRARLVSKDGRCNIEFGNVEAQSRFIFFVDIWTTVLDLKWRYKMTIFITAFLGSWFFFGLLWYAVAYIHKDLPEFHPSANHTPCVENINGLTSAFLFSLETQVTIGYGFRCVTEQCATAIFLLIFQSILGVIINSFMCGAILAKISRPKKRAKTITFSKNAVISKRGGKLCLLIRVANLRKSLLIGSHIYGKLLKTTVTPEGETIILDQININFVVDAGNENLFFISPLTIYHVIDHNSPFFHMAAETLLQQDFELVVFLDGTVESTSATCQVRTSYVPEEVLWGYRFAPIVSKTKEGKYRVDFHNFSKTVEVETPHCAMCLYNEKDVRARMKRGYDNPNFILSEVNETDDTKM
STAT3 activator – STAT3 signaling activation; actives 0.91% (n = 190,000); AID 871; U3A cells, IL-6 STAT3-luciferase reporter, luminescence; 100% = signal with IL-6 EC80 alone; activation (% of control), % at 5.6 µM;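 active = activation above the screen-wide mean of compound activation plus 3 SD, cut at about 130% in these data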;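 note: 0% = background luminescence of wells with medium and substrate only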
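Test system: Human STAT1-deficient U3A cells with stable STAT3-luciferase reporter | Also added: Interleukin-6, 33 ng/mL | Timing: Compound pre-incubation 1 h before IL-6, then 6 h stimulation at 37 °C | Technique: Luciferase reporter luminescence | Read-out: Percent of IL-6-only median luminescence | Benchmarks: IL-6-only wells as 100% reference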
PPARg SRC-1 ag – PPARgamma-driven SRC-1 recruitment agonism; P37231; PPARgamma-SRC-1 coactivator recruitment biochemical assay; activation, % at 8 µM; actives 0.41% (n = 200,000); AID 631; in the data active = activation above about 19%;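 note: 0% = DMSO and 100% = reference agonist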
STAT3 blocker – reduces IL-6 driven STAT3 reporter signal; U3A cells, IL-6 STAT3-luciferase reporter, luminescence; host cell line lacks STAT1; inhibition, % at 5.5 µM; actives 0.89% (n = 190,000); AID 862;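 active = inhibition above the mean inhibition across all screened compounds plus 3 SD, cut at about 44% in these data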;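 note: 0% = DMSO only wells and 100% = 100 µM nifuroxazide control wells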
bIAP inhibitor – intestinal alkaline phosphatase (bovine) inhibition; purified bovine IAP, CDP-star luminescence, 30 min; 190,000 tested, under 10 active; inhibition, % at 20 µM; AID 1019;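 active = over 50% inhibition of intestinal alkaline phosphatase at 20 µM in the single-dose screen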
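System: purified bovine intestinal alkaline phosphatase (IAP) enzyme; Input: IAP diluted 1/65,000,000 in the well; Measured by: CDP-star luminescence signal; Compound dosing: 20 µM single dose; Incubation: 30 min reaction at room temperature.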
TNAP act hiacc – increases human TNAP activity under high phosphate acceptor concentration; P05186; purified TNAP, CDP-star luminescence, 1 M DEA, 30 min; stronger effect = higher value; 0 = EDTA background, 1 = DMSO-only activity; activation factor at 20 µM; 200,000 tested, under 10 active; AID 1136;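 active = activation factor at least 2 at 20 µM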
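system = human TNAP | amount = enzyme diluted 1/800 final | reagent = 100 µM CDP-star substrate | signal = luminescent substrate turnover signal | dosing = one dose, 20 µM | benchmarks = EDTA negative control, DMSO positive control | measure = activation factor | timing = 30 min reaction, room temperature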
PPARg SRC3 recr – promotes SRC-3 coactivator recruitment by human PPARgamma. P37231. biochemical PPARgamma/SRC-3 coactivator recruitment assay. activation, % at 8 µM. actives 0.26% (n = 200,000). AID 731; in the data active = activation above about 23%;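 note: 0% = DMSO and 100% = reference agonist; some compounds past the cut are filed as inactive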
SRC2 TRFRET art – TR-FRET artefact, counter-screen to PPARgamma/SRC-2 agonist assay | AID 1049 | actives 0.4% (n = 200,000) | stronger effect = higher value | TR-FRET ratio at 8 µM; in the data active = TR-FRET ratio above about 2000; note: inactives centre near 1500
The depositor's hits bear a star; nt = no result given.

The line under a structure holds: STAT3 activator	STAT3 blocker	PPARg SRC3 recr	PPARg SRC-1 ag	TNAP act hiacc	bIAP act	ROMK primary	PPARg SRC-2 ag	SRC2 TRFRET art	STAT1 inh	bIAP inhibitor
#1 O=C(CN1C(=O)c2ccccc2S1(=O)=O)Nc1ccccc1C(=O)NCc1ccco1
    106	-4	-5	-3	1	1.2	nt	2	1497	2	-23
#2 CC1(C)N(OCc2ccccc2)C(=O)C(=O)N(OCc2ccccc2)C1(C)C
    94	10	-9	2	1.1	0.9	nt	7	1505	4	14
#3 CC1CCCN(c2nc3ccccc3nc2C(C#N)S(=O)(=O)c2cccs2)C1 (centres undefined)
    100	0	-12	3	1	0.9	-4.5*	-6	1570	2	12
#4 CCOC(=O)CCc1c(C)nc2cc(-c3ccc(Cl)cc3)[nH]n2c1=O
    102	2	3	6	0.9	0.9	-0.24	3	1499	3	8
#5 O=C(Cn1cnc([N+](=O)[O-])n1)NCCO
    nt	nt	3	4	1	1	nt	2	1514	-8	3
#6 COc1ccc(-c2cc(C)nc(SCC(=O)c3cccc([N+](=O)[O-])c3)n2)cc1
    93	13	9	-6	1	1	nt	-1	1549	11	2
#7 Cc1ccc(S(=O)(=O)N2CCN(C)CC2)cc1-c1nnc2c3ccccc3c(C)nn12
    105	-2	-10	3	1	1	0.54	7	1571	-6	2
#8 COc1ccc(NC(=O)c2cccnc2Cl)c(S(=O)(=O)N2CCOCC2)c1
    98	4	1	0	1	1	nt	6	1671	5	0
#9 COc1ccc(Nc2nc(OC)nc(N3CCOCC3)n2)cc1
    82	26	-2	5	1	1	0.11	-1	1553	-6	-2
#10 C=CCNC(=O)c1ccc(OC2CCN(S(=O)(=O)N(C)C)CC2)cc1
    106	0	0	-9	1	1.2	0.057	-1	1499	-32	-17

An excerpt of these results, in transposed form.
2: CC1(C)N(OCc2ccccc2)C(=O)C(=O)N(OCc2ccccc2)C1(C)C
3: CC1CCCN(c2nc3ccccc3nc2C(C#N)S(=O)(=O)c2cccs2)C1 (centres undefined)

| compound no. | 2 | 3 |
| --- | --- | --- |
| STAT3 activator | 94 | 100 |
| STAT3 blocker | 10 | 0 |
| PPARg SRC3 recr | -9 | -12 |
| PPARg SRC-1 ag | 2 | 3 |
| TNAP act hiacc | 1.1 | 1 |
| bIAP act | 0.9 | 0.9 |
| ROMK primary | nt | -4.5* |
| PPARg SRC-2 ag | 7 | -6 |
| SRC2 TRFRET art | 1505 | 1570 |
| STAT1 inh | 4 | 2 |
| bIAP inhibitor | 14 | 12 |

(listing goes on)
The line under a structure holds: STAT3 activator	STAT3 blocker	PPARg SRC3 recr	PPARg SRC-1 ag	TNAP act hiacc	bIAP act	ROMK primary	PPARg SRC-2 ag	SRC2 TRFRET art	STAT1 inh	bIAP inhibitor
#11 COc1cccc(CC(NC(C)=O)C(=O)NC2CCN(c3ncccc3[N+](=O)[O-])CC2)c1 (centres undefined)
    104	1	2	1	1.3	1	0.63	6	1744	2	-2
#12 CCCSc1cc(=O)n(-c2ccc(F)cc2)nc1C(=O)OCC
    101	1	-1	-4	1.1	1.1	0.7	-1	1485	10	-5
#13 O=C(CC1Oc2ccc(Cl)cc2NC1=O)NC1CCCCCC1 (centres undefined)
    105	-1	3	1	1	0.9	nt	0	1641	-1	14
#14 COC(=O)C1=CO[C@@H](OC2OC(CO)C(O)C(O)C2O)[C@@H]2C(CO)=CC[C@H]12 (some centres undefined)
    97	1	-4	-3	1	1.2	-0.28	1	1420	7	-24
#15 Cc1nnc(NC(=O)CCn2cnc3ccccc3c2=O)s1
    100	3	2	0	1	0.9	nt	-1	1530	-7	7
#16 O=S(=O)(c1cccc2nsnc12)N1CCN(c2ccc(F)cc2)CC1
    98	4	-2	-1	1	1	0.74	-2	1544	-1	2
#17 CC(=O)NC1(c2ccccc2)CCN(c2nc(C)cc(C)n2)CC1
    104	0	9	4	1.1	0.7	0.48	7	1696	-1	30
#18 Cc1nc2ccccc2nc(C)c1=NOCc1ccccc1Cl
    103	-6	3	10	1	0.9	-0.00059	0	1493	-8	14
#19 COCCN1Cc2cccc(C(=O)NCc3cccs3)c2C1=O
    102	10	0	10	1	1	1.4	1	1643	9	-1
#20 O=C(Nc1ccccc1C(=O)N1CCCCCC1)c1cccc(S(=O)(=O)N2CCOCC2)c1
    108	-7	-1	-4	1	1	0.35	4	1582	-1	0

(further entries)
The line under a structure holds: STAT3 activator	STAT3 blocker	PPARg SRC3 recr	PPARg SRC-1 ag	TNAP act hiacc	bIAP act	ROMK primary	PPARg SRC-2 ag	SRC2 TRFRET art	STAT1 inh	bIAP inhibitor
#21 O=C1C=CC(=O)N1CCCCCCN1C(=O)C=CC1=O
    91	15	5	6	1	1.2	nt	10	1609	-22	-24
#22 CC(=O)c1ccc(N2CCN(CC(=O)Nc3ccc(N4CCOCC4)cc3)CC2)cc1
    106	-7	5	-1	1	1.2	0.2	1	1496	-5	-21
#23 CCCCCOC(=O)c1[nH]c2c(c1C)C(=O)C(C(=O)OC)C(C)C2 (centres undefined)
    95	9	-2	-2	1	1.1	-0.023	-8	1575	-10	-12
#24 CC(=O)Cc1nsc(NC(=O)c2ccccc2)n1
    99	6	4	-1	1	0.9	nt	-1	1519	-5	5
#25 CCN1CCN(Cc2oc(CO)cc(=O)c2O)CC1
    102	-5	9	2	1	1	-0.078	-1	1559	2	-3
#26 CCOC(=O)c1ccccc1NC(=O)c1c(F)c(F)c(F)c(F)c1F
    103	1	-16	-9	1	0.8	-1	-5	1363	0	17
#27 COc1ccc(C2NC(=S)N3C(c4ccc(OC)cc4)NC(=S)N23)cc1 (centres undefined)
    93	6	-1	7	1	1	0.18	5	1488	-8	-3
#28 Cc1cc(C)nc(NNC(=O)c2ccccc2O)n1
    101	0	0	3	1.1	1.1	0.83	-6	1533	4	-8
#29 CN1CCC(N(C)C(=O)/C=C/c2cn(-c3ccccc3)nc2-c2cccs2)CC1
    104	6	1	-1	1.1	1.4	-0.26	-9	1517	-4	-44
#30 CCOc1ccc(CN2CCN(CC3=Cc4cccc(OC)c4OC3)CC2CCO)cc1 (centres undefined)
    100	5	1	-7	1	1.1	-1.8	7	1809	3	-6

(next part)
The line under a structure holds: STAT3 activator	STAT3 blocker	PPARg SRC3 recr	PPARg SRC-1 ag	TNAP act hiacc	bIAP act	ROMK primary	PPARg SRC-2 ag	SRC2 TRFRET art	STAT1 inh	bIAP inhibitor
#31 COc1ccc(C(=O)NC(=S)NCc2cccnc2)cc1Br
    99	6	1	7	1	0.8	nt	2	1687	5	21
#32 CCOC(=O)N1CCN(CC(=O)N2c3ccccc3CC2C)CC1 (centres undefined)
    103	-1	12	3	1.1	1	-0.13	5	1533	12	2
#33 N/C(=N\OC(=O)CCC1CCCC1)c1cccnc1
    80	26	0	2	1	0.5	nt	8	1649	0	47
#34 O=C(c1ccco1)N1CCN(C(=O)c2ccc(COc3ccc4c(c3)CCC4)o2)CC1
    98	6	-6	-4	1	1	nt	-3	1397	-35	-3
#35 COc1ccc2cc(CCNC(=O)c3cccs3)c(=O)[nH]c2c1
    97	3	6	3	1	1	1	5	1522	-65	3
#36 CC(=O)Nc1ccc(N2CCOCC2)c([N+](=O)[O-])c1
    89	18	0	0	1	0.9	0.21	0	1478	-10	7
#37 Nc1nc(COc2ccc(F)cc2)nc(N2CCCCC2)n1
    99	7	4	11	1.1	0.9	-0.38	4	1582	-2	7
#38 Cc1cc(C)c(Cc2c(C)nc3c(C(=O)NCc4ccco4)cnn3c2C)c(C)c1
    80	28	7	4	1.1	1	-0.71	14	1669	13	0
#39 COc1ccc(NS(=O)(=O)c2cc(NC(=O)CC3CCCC3)ccc2N2CCOCC2)cc1
    103	-4	2	1	1	1.3	0.43	2	1496	7	-28
#40 Cc1ccc(S(=O)c2ccc(NC(=O)C3CC3)cc2C#N)cc1 (centres undefined)
    74	33	6	6	1.1	1.1	-0.16	9	1623	24	-11

Carrying on.
The line under a structure holds: STAT3 activator	STAT3 blocker	PPARg SRC3 recr	PPARg SRC-1 ag	TNAP act hiacc	bIAP act	ROMK primary	PPARg SRC-2 ag	SRC2 TRFRET art	STAT1 inh	bIAP inhibitor
#41 Cc1ccc(C)c(NC(=O)C(Sc2nc3ccc(C)cc3[nH]2)c2ccccc2)c1 (centres undefined)
    105	-3	4	0	1.1	0.9	-0.16	-2	1498	4	13
#42 CCN1CCN(c2cc(C)c3cc(NC(=O)Cc4ccc(OC)c(OC)c4)ccc3n2)CC1
    95	6	1	3	1	1.1	nt	7	1543	-4	-5
#43 CCOP(=O)(OCC)C(NC(=O)c1cc([N+](=O)[O-])cc([N+](=O)[O-])c1)C(F)(F)F (centres undefined)
    92	11	-7	-5	1	1	nt	-2	1518	4	2
#44 NC1=NC(=O)/C(=C\C=C\c2ccccc2)S1
    102	1	-1	8	1	0.9	nt	7	1728	-38	8
#45 O=C(C1CCC1)N1CCc2cc(S(=O)(=O)NCc3cccnc3)ccc21
    76	32	-4	6	1.1	1	-0.082	1	1685	11	-1
#46 CSc1ccc(Cl)c(C(=O)Nc2ccc(OCC(N)=O)cc2)c1
    93	10	0	6	1.1	0.8	nt	7	1352	-1	17
#47 COc1ccccc1/C=C/C(=O)N1CCCC1
    91	13	1	6	1	1.1	-1.2	-1	1697	-12	-10
#48 COc1ccc(S(=O)(=O)N2CCN(C(=O)c3ccco3)CC2)cc1OC
    101	-1	6	-6	1	1	0.81	-3	1567	5	-1
#49 COc1ccc(C/C(C)=N/NC(=O)c2ccc(C)cc2C)cc1
    103	2	12	2	1	0.9	-0.59	5	1762	-7	11
#50 Nc1cc2c(cc1O)CCCC2
    137*	-35	4	11	1	0.8	0.28	4	1453	-7	16
#51 CCOC(=O)c1oc2cccc(OC(C)=O)c2c1C
    101	1	-7	1	1	0.9	nt	-3	1474	-3	5
#52 COc1ccccc1N1CCN(S(C)(=O)=O)CC1
    99	2	4	5	1	1	nt	-2	1515	-1	5
#53 OCCC1CN(Cc2cccn2-c2nccs2)CCN1Cc1ccc(F)c(F)c1 (centres undefined)
    104	0	3	12	1.1	0.9	nt	8	1658	9	5

Screening results as filed in PubChem.
